# ASM inhibitor: human S-ASM enzyme inhibition. P17405. placental ASM, HMU-PC fluorogenic substrate, 60 min. Potency, µM (doses to about 57.5 µM), for inactives: at the top dose activity change, negative = inhibition, most hits filed as inhibitors. hit rate 0.006% among 340,000. AID 504937; also: potency is read from the fitted curve at half-maximal effect
# Target sequence (P17405 47-631 limits assumed): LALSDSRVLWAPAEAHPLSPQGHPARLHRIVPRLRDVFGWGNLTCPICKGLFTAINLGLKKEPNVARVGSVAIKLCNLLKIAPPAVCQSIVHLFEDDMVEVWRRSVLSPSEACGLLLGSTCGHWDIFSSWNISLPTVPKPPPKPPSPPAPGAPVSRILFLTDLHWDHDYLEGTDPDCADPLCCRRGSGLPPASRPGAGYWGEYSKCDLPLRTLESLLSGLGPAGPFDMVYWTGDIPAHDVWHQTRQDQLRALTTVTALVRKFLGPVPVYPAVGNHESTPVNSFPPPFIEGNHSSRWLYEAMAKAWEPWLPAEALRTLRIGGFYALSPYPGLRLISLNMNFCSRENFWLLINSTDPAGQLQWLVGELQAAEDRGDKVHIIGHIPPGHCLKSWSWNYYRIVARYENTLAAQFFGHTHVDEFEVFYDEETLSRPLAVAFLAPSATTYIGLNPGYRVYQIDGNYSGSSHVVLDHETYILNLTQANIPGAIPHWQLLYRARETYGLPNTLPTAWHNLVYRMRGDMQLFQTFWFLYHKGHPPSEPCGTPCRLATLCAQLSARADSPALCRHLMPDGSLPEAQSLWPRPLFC
#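 Human placenta-derived ASM preincubated with compound 10 min at room temperature, then reacted with 9 uM (final) fluorogenic HMU-PC substrate for 60 min at 37 C. Stop solution raises pH to 10; fluorescence read at Ex 386/Em 447 nm.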
# Menin MLL FP TR: inhibitors of human menin-MLL interaction, mutant MLL peptide. O00255. Menin + Texas Red MLL mutant peptide, fluorescence polarization. Potency, µM (doses to about 61.6 µM), without a hit: top-dose FP activity change, negative = inhibition, usual class: inhibitors. hit rate 0.23% among 270,000. AID 1768; active = well fitted inhibition curve with a large enough effect in the polarisation, with a control signal flat, not every such curve was filed as active; inconclusive = small, poorly fitted or top-dose-only effect, or effect the other way, or a change in a side signal; inactive = no such curve, though single readings can be large or run the other way; the % refers to the polarisation; also: potency is read from the fitted curve at half-maximal effect; % of control where 0% means no effect; many of its hits are not listed in these tables
# TSHR antagonist: blocks TSH signaling through the human TSH receptor | TSHR-expressing cells, TSH-stimulated cAMP HTRF, 2 h; active compounds read low | activity change, negative = inhibition, % at 11.5 µM | hit rate 0.2% among 330,000 | AID 504810;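 active = activity change below a set negative limit, meaning inhibition stronger than a set level, cut at about -70% in these data; inconclusive = activity change between two set negative limits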; also: % is scaled to controls: 0 for no effect and ±100 for the full control effect
#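 Inhibition of cAMP made by TSHR-expressing cells under TSH stimulation (4nM final, EC80; 2 h, 37 deg C) is quantified with a one-step lysis HTRF kit, anti-cAMP cryptate versus cAMP-d2.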
# TSG101-PTAP inh: blocks PTAP/TSG101 interaction to inhibit HIV-1 budding; Fluorescence polarization, FITC-PTAP peptide / Tsg101 binding; 340,000 tested, under 10 active; AID 493005; Potency, µM (highest dose often 115 µM), for the others: at the top dose activity change, negative = inhibition, usual class: inhibitors; active = well fitted inhibition curve with a large enough effect in the main read-out, with a control signal flat, not every such curve was filed as active; inconclusive = small, poorly fitted or top-dose-only effect, or effect the other way, or a change in a side signal; inactive = no such curve, though single readings can be large or run the other way; also: potency is read from the fitted curve at half-maximal effect; % of control where 0% means no effect
#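 Tsg101 binding domain (10 uM final) was mixed with compound and a FITC-labeled PTAP peptide (50 nM final) in HEPES pH 7.5 buffer with NaCl, Tween 20, EDTA and TCEP; fluorescence polarization was read after 20 min at r.t.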
# A-T KAP1 phos: candidate therapy for ataxia-telangiectasia. […] A-T fibroblasts, KAP-1 phosphorylation AlphaLISA; neocarzinostatin DNA damage 30 min before lysis. Potency, µM (titrated, usually from 57.5 µM), for inactives: at the highest dose activation, hits mostly activators. hit rate 0.19% among 320,000; also: potency is read from the fitted curve at half-maximal effect; % of control where 0% means no effect; nearly all actives have a fitted effect of over 45% in size
#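 ATM-like activity read as KAP-1 phosphorylation via AlphaLISA donor/acceptor antibody pairs after lysis and 6 hr at 25C. Cells were ATM-null patient fibroblasts ([…], hTERT), dosed 60 min, then exposed to the DSB inducer NCS for 30 min.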
# TCR activator: activates T cell receptor signaling. primary human leukocytes, anti-CD3, IL-2 HTRF, 48 h. Potency, µM (titrated, usually from 9.22 µM), for inactives: at the highest dose activation of IL-2 secretion, actives largely listed as activators. 330,000 tested, under 10 active. AID 504894; also: % of control where 0% means no effect
#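 Compounds are tested in HTS on primary human leukocytes co-incubated with a-CD3 beads for 48 hr. IL-2 output is measured by time-resolved FRET.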
# CXXC DNA block: inhibitors of human MLL CXXC domain-DNA interaction; hit rate 0.037% among 290,000; AID 2662; Potency, µM (top dose mostly 115 µM), without a hit: top-dose activity change, negative = inhibition, most hits filed as inhibitors; MLL-CXXC / FITC-HOXA9 DNA fluorescence polarization; active = well fitted inhibition curve with a large enough effect in the polarisation, with a control signal flat, not every such curve was filed as active; inconclusive = small, poorly fitted or top-dose-only effect, or effect the other way, or a change in a side signal; inactive = no such curve, though single readings can be large or run the other way; the % refers to the polarisation; also: potency is read from the fitted curve at half-maximal effect
#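 Purified MLL-CXXC (added from a 7 uM solution) was preincubated 5 min at ambient with pinned compounds in 50 mM Tris-HCl pH 7.5, 50 mM NaCl, 1 mM DTT, 0.05% BSA. Fluorescein-labeled HOX-A9 DNA (50 nM solution) followed, 30 min, then polarization read.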
# Integrin act MD: integrin-mediated muscular dystrophy alleviation activation | AID 624291 | hit rate 0.064% among 350,000 | Potency, µM (highest dose often 38.3 µM), for inactives: at the top dose activation, actives largely listed as activators | alpha7betagal myoblasts, beta-gal FDG fluorescence, 48 h;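 also: potency is read from the fitted curve at half-maximal effect; 100% = response of the positive control SU9516; nearly all actives have a fitted effect of over 60% in size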
#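 Alpha7betagal+/- myoblasts (passage 13) were plated 16-24 hr, then exposed to compounds (1:260 dilution of DMSO stock) for 48 hours at 37C. After MPER lysis, β-galactosidase reporter activity was read as FDG fluorescence (ex 480/em 540) after 30 minutes.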
# Mito fusion act: mitochondrial division inhibition or fusion activation | S. cerevisiae fusion-defective mutant growth rescue, CellTiterGlo 48 h | hit rate 0.23% among 320,000 | Potency, µM (series often up to 46.1 µM), for the others: top-dose growth rescue (activation), hits mostly activators | AID 485298;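 also: potency is read from the fitted curve at half-maximal effect; % of control where 0% means no effect; nearly all actives have a fitted effect of over 45% in size; temperature-sensitive fusion mutants such as fzo1-1 at 37 °C on non-fermentable ethanol glycerol medium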
#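 S. cerevisiae fusion-defective temperature-sensitive mutants (e.g. fzo1-1, mgm1-5) grown 48 h at 37C in YPEG (ethanol/glycerol non-fermentable) medium with 23 nl compound per well; growth rescue read as CellTiterGlo luminescence.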
# MBNL1 CUG block: MBNL1-poly(CUG) RNA binding inhibition. Q9NR56. TR-FRET MBNL1-His/biotin-(CUG)12 binding, 665/545 ratio. Potency, µM (highest dose often 57.5 µM), for inactives: at the highest dose activity change, negative = inhibition, most hits filed as inhibitors. hit rate 0.036% among 280,000. AID 2675; active = well fitted inhibition curve with a large enough effect in the signal ratio, with a control signal flat, not every such curve was filed as active; inconclusive = small, poorly fitted or top-dose-only effect, or effect the other way, or a change in a side signal; inactive = no such curve, though single readings can be large or run the other way; the % refers to the signal ratio; also: potency is read from the fitted curve at half-maximal effect; % is scaled to controls: 0 for no effect and ±100 for the full control effect
# Target sequence (Q9NR56 whole entry, looked up): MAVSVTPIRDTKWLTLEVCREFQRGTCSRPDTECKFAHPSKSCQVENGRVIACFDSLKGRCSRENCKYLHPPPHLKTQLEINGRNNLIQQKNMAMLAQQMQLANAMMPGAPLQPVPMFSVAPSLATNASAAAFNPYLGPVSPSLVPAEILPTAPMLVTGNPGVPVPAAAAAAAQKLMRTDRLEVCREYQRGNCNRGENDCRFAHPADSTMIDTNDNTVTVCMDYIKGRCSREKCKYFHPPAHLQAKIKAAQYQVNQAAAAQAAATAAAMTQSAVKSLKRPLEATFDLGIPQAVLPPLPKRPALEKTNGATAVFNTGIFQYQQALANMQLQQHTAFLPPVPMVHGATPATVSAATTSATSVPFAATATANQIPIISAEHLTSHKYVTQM
#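 Ratiometric TR-FRET (665 over 545 nm, excitation 340 nm) tracks disruption of MBNL1-His/biotin-(CUG)12 complex after 60 min at room temperature, with compounds at 92 nM to 58 uM final.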
# Numbers without * were called inactive; ? = inconclusive; · = no result given; [ ] = remark or other dose. Unless noted, calls follow the shape of the dose curve; as a rule, active = well fitted curve in the direction sought with a large enough effect; inconclusive = small, poorly fitted or top-dose-only effect, or another doubt; inactive = no such curve, though single readings can be large; an effect the other way counts as inactive or inconclusive. The list is partial. The share of hits here may be higher or lower than overall.
SMILES,ASM inhibitor,Menin MLL FP TR,TSHR antagonist,TSG101-PTAP inh,A-T KAP1 phos,TCR activator,CXXC DNA block,Integrin act MD,Mito fusion act,MBNL1 CUG block
O=C(NCCN1CCOCC1)C1CCC(CNS(=O)(=O)c2ccc(Cl)cc2)CC1 (stereo not drawn),-1%,·,-5,-9%,-1%,-3%,-3%,20%,0%,1%
Cc1ccc(-n2c(=S)sc3c(=O)n(-c4ccccc4F)c(SCC(=O)O)nc32)cc1C,12%,?,0,-6%,-8%,0%,?,?,-1%,10%
O=C(CN1C(=O)C2C3C=CC(C4CC34)C2C1=O)OCC(=O)c1ccccc1 (stereo not drawn),5%,-1%,1,-2%,-5%,1%[46.1 µM],14%,7%,4%,·
COC(=O)c1cc(C)sc1NC(=O)c1cccnc1,12%,7%,-4,-6%,12%,-2%,-2%,9%,1%,4%
COc1ccccc1-c1csc(Cc2nnc3n2CCCCC3)n1,-1%,-10%,13,-8%,-4%,2%,3%,-24%,0%,0%
Cc1noc(/C=C/c2cccs2)c1S(=O)(=O)N1CCC(C(=O)NCCCN2CCCC(C)C2)CC1 (stereo not drawn),3%,-3%,-7,-2%,3%,-6%,-2%,-55%[inhibitor],-3%,?
Cc1nnc(Nc2ccc(Cl)cc2)n(N)c1=O,7%,-2%,1,-6%,-5%,·,4%,8%,-7%,2%
CN(Cc1ccccc1)C(=O)CCC1CCN(C(=O)CCC(F)(F)F)CC1,2%,-22%,4,-2%,1%,·,-20%,-24%,0%,-7%
Fc1cccc(/C=N/Nc2ccc(Cl)nn2)c1,-1%,?,7,-2%,23%,1%,3%,?,·,-1%
CN1CCN(c2ccc([N+](=O)[O-])cc2C(=O)N2CCCCC2)CC1,-7%,-9%,2,0%,-4%,3%[46.1 µM],4%,16%,-5%,?
COCC1CCN(Cc2nc(COc3ccccc3)no2)C1 (stereo not drawn),0%,-2%,24,-5%,-10%,-6%,-6%,-13%,2%,-5%
Cc1ccc(O)c(NC(=O)c2ccco2)c1,1%,10%,-1,-3%,-1%,5%,11%,0%,0%,3%
CC1(c2nnc(Cc3ccccc3)o2)CC(c2ccc(Cl)cc2)=NO1 (stereo not drawn),-4%,·,·,-1%,·,0%,·,4%,·,·
O=C(COc1ccc(Cl)cc1)NCc1ccc(F)cc1,-1%,-1%,6,-5%,4%,·,-3%,-14%,-1%,1%
CN1C(=O)c2ccccc2N(C)C1c1cccc(O)c1 (stereo not drawn),126%[activator],3%,-7,-2%,7%,5%,3%,0%,0%,6%
Cc1ccc(N2C(=O)CC(Sc3ncccc3C(=O)O)C2=O)cc1 (stereo not drawn),0%,8%,-3,-2%,5%,0%,3%,-2%,-10%,1%
CCc1cccc(C)c1NC(=O)C1=C(C(=O)O)CCCC1,3%,0%,5,-16%,5%,-5%,-6%,0%[7.66 µM],13%,-9%
CC(C(=O)NCc1ccccc1)N1C(=O)CN(C)C(=O)c2ccccc21 (stereo not drawn),2%,2%,-5,-10%,-1%,-11%,-1%,1%,-1%,-12%
Cc1c(C(=O)OC(C)CCN(C)C)oc2ccccc12 (stereo not drawn),-2%,-8%,-1,-3%,4%,4%,-18%,-14%,2%,-2%
C=CCNC(=O)c1ccc(-c2nc(-c3ccc(Cl)c(Cl)c3)cs2)cc1,-3%,?,-8,0%,4%,-4%,36%[activator],1%,1%,13%
O=C(CSc1nnc(-c2ccc(Cl)cc2)n1Cc1ccco1)Nc1ccc2c(c1)OCCO2,-6%,6%,95,-5%,12%,-7%,1%,-15%,12%,2%
CC1CCN(C(=O)CN2C(=O)NC3(CCCCCC3)C2=O)CC1,1%,·,9,-2%,1%,2%,·,8%,-6%,·
CC(C)c1ccc(N(CCc2ccccn2)C(=O)C(C)(C)C)cc1,7%,·,·,-1%,·,1%,·,-16%,·,·
Cc1ccc(S(=O)(=O)N(C)C)cc1NC(=O)c1ccc2ccccc2n1,-3%,·,25,-1%,15%,2%,0%,36%,9%,·
CC(C)(C)C(=O)Cn1c(=N)n(Cc2ccccc2Cl)c2ccccc21,0%,-6%,-3,-3%,·,4%,9%,-25%,2%,2%

# (listing goes on)
SMILES,ASM inhibitor,Menin MLL FP TR,TSHR antagonist,TSG101-PTAP inh,A-T KAP1 phos,TCR activator,CXXC DNA block,Integrin act MD,Mito fusion act,MBNL1 CUG block
COC(=O)c1c(C)[nH]c(C(=O)C(C)OC(=O)c2c(C)noc2C)c1C (stereo not drawn),0%,·,27,0%,24%,-1%,·,?,3%,·
O=C(CN1CCN(S(=O)(=O)/C=C/c2ccccc2)CC1)NCC(F)(F)F,-4%,8%,0,0%,3%,0%,1%,33%,-2%,2%
CCOc1ccc(NS(=O)(=O)c2ccc(Cl)c(C(=O)N(C)Cc3cccnc3)c2)cc1,2%,·,-11,-2%,-6%,6%,·,?,3%,·
CCn1c(=O)n(CC)c2cc(NC(=O)C(C)c3ccccc3)c(Br)cc21 (stereo not drawn),2%,4%,18,-8%,5%,-2%,-5%,2%,2%,0%
CCc1ccccc1N1CCN(S(=O)(=O)c2ccc(F)c(C)c2)CC1,-1%,-11%,-22,-2%,4%,7%,0%,29%,-3%,0%
CC/C(=N/N=C(/CC)c1ccc(O)cc1)c1ccc(O)cc1,0%,·,·,0%,·,6%,·,-6%,·,·
COc1cc2c(cc1OC)-c1cc(Nc3ccc(C)cc3)nc(=O)n1CC2,-2%,-17%,-1,-8%,-7%,0%,?,4%,-2%,1%
CC[C@@H]1C=C(C(=O)O)[C@H](c2cccc(C)c2)N1S(=O)(=O)c1ccc(C)cc1,-4%,·,-6,-16%,9%,1%,·,38%,·,·
CN1CCN(C(=S)c2cn(CCOc3ccccc3)c3ccccc23)CC1,-3%,1%,0,-6%,3%,-4%,1%,-9%,-4%,1%
Cc1ccc(-c2ccc(C#N)c(=O)n2CC(=O)N(C)C)cc1,-1%,-29%,-22,0%,25%,·,3%,-24%,-1%,-4%
Cc1ccc(Oc2ccccc2)c(NC=O)c1,-1%,3%,-5,-2%,-1%,·,5%,2%,5%,0%
Cn1nccc1C(=O)OCC(=O)Nc1cccc(Cl)c1,0%,·,6,-4%,7%,4%,·,16%,-5%,·
O=C(O)c1ccccc1C(=O)Nc1ccc(Oc2ccc3ccccc3c2)cc1,9%,?,-9,0%,3%[11.5 µM],5%,-4%,-15%,4%,-1%
COc1ccc(CN(CC2CCCO2)S(=O)(=O)c2ccc(C(=O)O)cc2)cc1OC (stereo not drawn),5%,-8%,-3,2%,7%,0%,-9%,21%[7.66 µM],3%,-8%
CN1CCN(Cc2nc(Cc3ccccc3)no2)CC1c1ccccc1 (stereo not drawn),1%,-10%,4,-4%,-5%,0%,12%,-23%,-17%,3%
O=C(CNCc1cccs1)Nc1ccc(S(=O)(=O)N2CCCCC2)cc1,-1%,-7%,-5,-2%,6%,-4%,-3%,-22%,-7%,-9%
CCc1nc(C)cn1S(=O)(=O)c1ccc(Br)cc1,7%,-15%,9,-1%,3%,0%,-2%,14%,0%,1%
COc1cc(-c2nc(-c3cccnc3)no2)cc(OC)c1OC,1%,-15%,-1,-11%,2%,2%[46.1 µM],-2%,-5%,12%,?
O=C(N/N=C/c1ccc[nH]1)c1ccc(Cl)cc1,2%,-1%,7,-3%,-2%,-3%[46.1 µM],-4%,21%,-6%,-6%[11.5 µM]
COc1ccccc1-c1nn2c(=O)cc(C)nc2s1,-1%,·,-6,-6%,15%,-7%,14%,7%,5%,3%
COc1ccccc1N1CCN(Cc2cc(=O)c(OCC#N)co2)CC1,4%,·,-5,1%,-1%,8%,17%,-2%,2%,0%
CN1C(=O)N(C)C2(c3ccccc3)N(C(C)(C)C)C(=O)NC12c1ccccc1 (stereo not drawn),6%,6%,-1,0%,-10%,2%,8%,30%,-4%,-10%
C/C(=N\NC(=O)c1c(C)nc2ccccn12)c1ccccc1F,0%,·,·,-5%,5%,4%,-8%,4%,-7%,9%
Cc1occc1C(=O)Nc1cccc([N+](=O)[O-])c1,-5%,11%,6,5%,3%,1%[46.1 µM],2%,16%,7%,?
COc1ccc(C2N(C(=O)c3ccccc3)CCN2C(=O)c2ccc(C)cc2)cc1 (stereo not drawn),-1%,-1%,-2,-4%,·,-14%,3%,8%,0%,3%
